# High-throughput results as filed in PubChem BioAssay.
# ER stress rescue = rescue of cells from ER stress-induced death, primary screen, 384-well, CSM14.1, thapsigargin, ATP luminescence (AID 1222); 190,000 tested, under 10 active; one-dose cellular ATP content (survival), % at 20 µM; EC50 in µM for titrated hits; CSM14.1 thapsigargin-induced death rescue, ATP luminescence; higher % means a stronger effect;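 active = EC50 below 50 µM in the dose-response confirmation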;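 note: death triggered by thapsigargin at about 15 µM added after 2 h compound pretreatment; cell ATP read after overnight thapsigargin exposure of roughly 18 to 22 hours; normalized against plate controls of thapsigargin alone and 5% DMSO vehicle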
# LYP phosphatase = inhibitors of LYP phosphatase, biochemical, fluorescence intensity, uHTS (AID 1779); Tyrosine-protein phosphatase non-receptor type 22 (Homo sapiens); recombinant LYP phosphatase, fluorescence intensity; higher % means a stronger effect; inhibition, % at 11.5 µM; hits with a dose series show IC50 in µM; 0.054% of 290,000 active;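 note: plate controls were vehicle with enzyme for no effect and no enzyme for full effect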
# P. falciparum M1AAP = P. falciparum M1AAP inhibitors, biochemical, fluorogenic H-Leu-NHMec substrate, 1536-well (AID 1445); 0.42% of 220,000 active; inhibition, % at 30 µM, or IC50 in µM where a hit was titrated; recombinant M1AAP, H-Leu-NHMec fluorogenic kinetic assay; higher % means a stronger effect;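 active = primary inhibition above the hit cutoff, then over 50% inhibition at one or more dose response concentrations, cut at about 23% in these data, passing the limit was not always enough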;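 note: plate controls were DMSO full reaction for no effect and no enzyme background for full effect; strong numbers were not always called active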
# Lipid droplet = inhibitors of hepatocyte lipid droplet formation, primary screen, imaging, high-throughput imaging, BODIPY stain. AML12 mouse hepatocytes, oleate lipid droplets. inhibition, % at 6.5 µM. 0.4% of 240,000 active. AID 1656, 2009;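 active = lipid droplet intensity inhibited by at least 50%, with more than 500 cells counted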
#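 System: AML12 hepatocytes (mouse). Probe or stimulus: oleic acid at 100 µM to induce lipid droplet formation. Times: overnight treatment with compound plus oleate. Detection: Image-based BODIPY and DAPI two-channel analysis. Evaluation: percent inhibition of filter-corrected integrated lipid droplet intensity per well.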
# AID2073 = inhibitors of Mint1-CaV2.2 protein interaction, biochemical, HTRF (AID 2073); Voltage-dependent N-type calcium channel subunit alpha-1B (Homo sapiens); HTRF protein-protein interaction, Mint1-CaV2.2; higher % means a stronger effect; inhibition, % at 20 µM, or IC50 in µM where a hit was titrated; 0.19% of 290,000 active; in the data active = inhibition mostly above about 51%, no sharp cut-off; note: some results filed as inactive read as strong as hits
# M17LAP inhibition = P. falciparum M17LAP inhibitors, primary screen, biochemical, fluorogenic H-Leu-NHMec substrate, 1536-well (AID 1619); one-dose inhibition, % at 30 µM; IC50 in µM for titrated hits; 0.38% of 220,000 active; Leucine aminopeptidase (Plasmodium falciparum (isolate 3D7)); recombinant M17LAP, H-Leu-NHMec fluorogenic kinetic assay; higher % means a stronger effect;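 active = compound inhibiting the enzyme by more than half at any dose during confirmatory dose-response retesting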;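 note: plate controls were full reaction with DMSO carrier for no effect and no enzyme background for full effect; strong numbers were not always called active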
# HEK293 NOD2/NF-kB = NOD2 signaling inhibitors, cell-based, luminescence, uHTS, HEK293 (AID 1566); HEK293 NOD2/NF-kB luciferase reporter, luminescence; higher % means a stronger effect; inhibition, % at 4 µM; hits with a dose series show EC50 in µM; 0.63% of 290,000 active; note: many of its hits are not listed in these tables
# SIAH1 antagonists = Siah-1 peptide-binding antagonists, primary screen, biochemical, fluorescence polarization, rhodamine-plectin, uHTS (AID 1817); E3 ubiquitin-protein ligase SIAH1 (Homo sapiens); one-dose displacement, % at 20 µM; IC50 in µM for titrated hits; Siah-1 / rhodamine-plectin peptide fluorescence polarization; higher % means a stronger effect; 0.02% of 290,000 active;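 active = displacement of at least 50% at 20 µM, with a fluorescence ratio check between 0.3 and a set limit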;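 note: plate controls were Siah plus tracer with DMSO for no effect and tracer alone without Siah for full effect; strong numbers were not always called active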
# XIAP displacement = XIAP antagonists, biochemical, IAP family, fluorescence polarization (AID 1018) | 0.007% of 200,000 active | displacement, % at 20 µM, or IC50 in µM where a hit was titrated | E3 ubiquitin-protein ligase XIAP (Homo sapiens) | XIAP BIR domain, fluorescence polarization peptide displacement; higher % means a stronger effect; in the data active = displacement above about 50%; note: a part of the inactive calls stands beside numbers as strong as those of hits
# Lipid droplet cells 6.5 µM = second read-out of Lipid droplet, no call of its own (marks repeat the call); cell count; measured here: cell count, cytotoxicity flag;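 cells counted across two imaged fields per well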
# The depositor's hits bear a star; . = no result given. Cut-off read from the data, not from the text of the source, unless noted: active = inhibition above about 50%; inactive = the rest. Not all compounds are listed (hit frequency here may not be typical).
SMILES,ER stress rescue,LYP phosphatase,P. falciparum M1AAP,Lipid droplet,Lipid droplet cells 6.5 µM,AID2073,M17LAP inhibition,HEK293 NOD2/NF-kB,SIAH1 antagonists,XIAP displacement
O=C(COC(=O)c1cncc(Br)c1)NCc1ccccc1Cl,0.6%,2%,3%,-8,677,11%,-5%,10%,-1%,-5.9%
c1ccc2c(c1)N1CCN=C1N2CCN1CCCCC1,-1.7%,-13%,6%,.,.,-12%,-7%,4%,2%,-8.0%
Cc1ccc(C23CC4CC(CC(CN)(C4)C2)C3)cc1,-2.4%,-9%,1%,-8,731,-14%,0%,-10%,-3%,-3.3%
O=C(CN1CCCCCC1)Nc1cccc(NC(=O)CN2CCCCCC2)c1,.,0%,.,-2,786,4%,.,4%,-7%,.
CCCC(c1nnnn1CCc1ccccc1)N1CCN(C2CCCC2)CC1 (stereo unspecified),2.4%,-8%,4%,.,.,-6%,0%,-9%,-2%,-3.9%
N#Cc1nc(COc2ccccc2)oc1NCCN1CCOCC1,1.8%,-8%,-2%,.,.,-4%,3%,-5%,-2%,1.1%
COc1ccc(C(=O)NCC(=O)OCC(=O)NCCC2=CCCCC2)cc1,2.4%,-5%,4%,10,710,-5%,19%,11%,1%,-4.4%
COc1ccc(N(CC(=O)NC2CCCC2)S(=O)(=O)c2ccc(NC(C)=O)cc2)cc1,.,-4%,.,.,.,3%,.,-5%,4%,.
CCc1ccc(S(=O)(=O)N2CCCC(N3CCN(c4ccc(OC)cc4)CC3)C2)cc1 (stereo unspecified),.,-6%,.,-2,810,22%,.,-9%,-2%,.
Cc1ccc(NC(=O)COc2cccc(-n3cnnn3)c2)cc1[N+](=O)[O-],.,-8%,.,-22,850,20%,.,-4%,-6%,.
CCCc1nnc(NC(=O)C2CCN(C(=O)C3CC(=O)N(c4ccc(C)cc4)C3)CC2)s1 (stereo unspecified),.,-11%,.,-22,739,-8%,.,-3%,-2%,.
Cn1c(N)c(C(=O)COc2ccc(C#N)cc2)c(=O)n(C)c1=O,-0.2%,1%,7%,3,715,-5%,8%,18%,2%,-2.9%
CCc1ccc(Nc2ccc(C(N)=O)cc2[N+](=O)[O-])cc1,-1.9%,-9%,5%,-3,725,-7%,11%,14%,-10%,-2.1%
CCCS(=O)(=O)N1CCCC(C(=O)NCCCN(CC)c2cccc(C)c2)C1 (stereo unspecified),-1.0%,-8%,4%,.,.,-7%,-1%,0%,3%,-0.9%
Cc1ccc(C(C(=O)NC2CCCC2)N(Cc2ccco2)C(=O)CCC(=O)Nc2ccccn2)cc1 (stereo unspecified),3.7%,-1%,-2%,.,.,-4%,7%,6%,1%,0.8%
CC(C)C[C@H](NC(=O)OC(C)(C)C)C(=O)N/N=C/c1ccc2nccnc2c1,-1.4%,-2%,4%,6,730,-2%,12%,4%,0%,-5.6%
CN(Cc1cccnc1)C(=O)c1cc(COc2ccc3ncccc3c2)on1,3.9%,-9%,2%,-2,659,6%,3%,9.8µM*,-1%,-5.5%
O=c1[nH]c(C2CCN(S(=O)(=O)c3ccccc3)CC2)nc2c1nnn2Cc1ccc2c(c1)OCCO2,.,4%,.,5,737,-7%,.,11%,-4%,.
N/C(=N\O)c1ccc([N+](=O)[O-])s1,.,-4%,5%,-7,699,0%,6%,30%,4%,.
CN(C)CCCNc1c2ccccc2nc2ccccc12,.,-9%,.,.,.,2%,.,-110%,-3%,.
COc1ccc(Nc2ccc(OC)cc2)cc1,.,0%,7%,-2,651,-7%,0%,-25%,13%,.
Cc1ccc(C2N(c3nccs3)C(=O)C3CCCN32)cc1 (stereo unspecified),3.2%,-4%,4%,.,.,-6%,-15%,8%,-2%,-14%
N#Cc1ccsc1NC(=O)CN1CCN(S(=O)(=O)c2cc(Cl)ccc2Cl)CC1,-2.2%,-3%,-6%,22,745,21%,-6%,8%,-7%,-4.1%
CCOc1ccc(CN2CCN(c3cc(C)nc4c5c(C)cc(C)nc5nn34)CC2)cc1,.,-10%,3%,17,736,7%,-59%,6%,0%,-1.6%
O=C(NC1CCN(C(=S)NCCc2ccccc2)CC1)C1CCCCC1,-0.2%,-3%,-7%,-2,736,-20%,-4%,3%,2%,-0.4%
COc1ccc(NC(=O)CSc2nnc(CN3CCOCC3)n2-c2ccccc2)cc1Cl,2.2%,-1%,7%,-14,684,-10%,2%,10%,-2%,-0.7%
Cc1c(C(=O)Nc2ccc(C(F)(F)F)cc2)sc2ncn(CC(=O)N3CCN(c4ccccn4)CC3)c(=O)c12,.,-2%,.,-18,629,19%,.,22%,3%,.
COc1ccc(Cl)cc1NC(=O)CNCc1cccs1,.,-9%,.,.,.,1%,.,8%,3%,.
CN(C(=O)c1cc(-n2cnnc2)ccc1Cl)c1ccccc1,1.1%,3%,5%,3,704,6%,8%,-22%,9%,-2.6%
NC(=O)c1c(NC(=O)CCCn2cnc([N+](=O)[O-])n2)sc2c1CCCC2,0.1%,-1%,0%,21,662,-7%,6%,13%,-6%,-2.8%
COc1ccc(OC)c(C(c2nnnn2CCC(C)C)N2CCN(C(=O)c3ccco3)CC2)c1 (stereo unspecified),3.9%,-7%,5%,.,.,12%,4%,1%,8%,6.5%
CCNC(=S)N/N=C/c1ccc(C(=O)O)cc1,-0.3%,3%,14%,3,674,0%,23%,-1%,-6%,1.2%
CCOC(=O)c1sc(NC(=O)c2ccc(S(=O)(=O)N(C)C)cc2)cc1C,-0.8%,-1%,11%,13,813,-3%,-2%,19%,-7%,-5.2%
COc1ccccc1OCC(=O)Nc1ccccc1C(=O)N1CCCCC1,.,-10%,.,23,806,12%,.,-15%,3%,.
NC(=O)CSc1nc2cccnc2n1-c1ccc(F)cc1,.,5%,.,-1,806,0%,.,11%,-6%,.
CCN(CC)S(=O)(=O)c1ccc(N2CCOCC2)c(NC(=O)CCC2CCCCC2)c1,-0.7%,-6%,5%,2,678,2%,17%,3%,-2%,-2.4%
NNC(=O)c1oc2nc(-c3cccs3)cc(-c3ccco3)c2c1N,.,-7%,.,-3,761,52%*,.,27%,10%,.
COc1ccc(CCC(=O)N2CCN(C(=O)c3ccccc3)CC2)cc1,.,-7%,.,20,833,9%,.,4%,5%,.
Nc1cccc(N2C(=O)c3cccc4c(N)ccc(c34)C2=O)c1,.,-4%,.,-4,819,24%,.,-4%,-4%,.
CN(c1ccccc1)c1nc(N2CCCC2)nc(-n2ccnc2)n1,-1.0%,-4%,1%,.,.,16%,1%,8%,3%,-7.9%
CCOC(=O)CSc1nnc(CNc2ccc(Cl)cc2)n1-c1ccccc1,-0.5%,-4%,4%,.,.,-12%,-11%,-10%,-9%,-10%
COc1ccc(/C=C2\SC(=O)N(CCNC(=O)Cc3coc4cc(C)ccc34)C2=O)cc1OC,2.5%,1%,13%,-4,700,9%,23%,18%,-4%,-4.2%
Cc1nn(C)cc1C1Nc2ccccc2C(=O)N1O (stereo unspecified),0.0%,-1%,-2%,-4,779,-8%,-1%,8%,8%,0.0%
O=S(=O)(Nc1cccc(-n2cnnn2)c1)c1ccccc1F,.,-2%,.,-3,706,3%,.,-3%,-2%,.
Cc1csc(SCC(=O)NCc2cccs2)n1,-2.2%,-4%,3%,.,.,-2%,3%,19%,8%,-3.2%
CCOC(=O)C1(Cc2ccccc2C)CCCN(C(=O)c2cc(CC)nn2C)C1 (stereo unspecified),-0.5%,-6%,0%,0,696,-8%,-3%,-7%,1%,-7.7%
COC(=O)c1ccc(CN2C(=O)C(C)N(C(=O)c3c(F)cccc3F)c3ccccc32)cc1 (stereo unspecified),.,-3%,.,-3,832,-3%,.,-24%,2%,.
CCCCn1nc(C(=O)Nc2cc(S(=O)(=O)N(C)C)ccc2C)c2ccccc2c1=O,.,0%,4%,-5,702,19%,1%,2%,4%,.
CC(C)N(Cc1ccccc1)C(=O)CN1C(=O)COc2ccc(S(=O)(=O)NC3CCCC3)cc21,.,-5%,.,3,741,-2%,.,22%,-6%,.
CC(C)n1cc(CN2CCN(C)C(CCO)C2)c2ccccc21 (stereo unspecified),.,-16%,.,9,896,-6%,.,-12%,-5%,.
Cc1ccc(CNC(=O)C2CC(=O)N(C3CCCCCC3)C2)cc1 (stereo unspecified),-1.0%,-13%,-8%,2,738,-4%,-10%,3%,-3%,-12%
CCc1nnc(NS(=O)(=O)c2ccc(NC(=S)NC(=O)/C=C/c3ccc(F)cc3)cc2)s1,-2.3%,5%,77µM*,-15,615,5%,53%,12%,13%,-0.9%
Cc1cc(C)c(S(=O)(=O)N2CCCOC2CNC(=O)C(=O)NCCc2c[nH]c3ccccc23)c(C)c1 (stereo unspecified),1.1%,-5%,3%,5,615,4%,-3%,-8%,3%,0.1%
O=c1c2c3c(sc2ncn1/N=C/c1ccc([N+](=O)[O-])o1)CCCC3,0.1%,2%,7%,.,.,-2%,-7%,19%,4%,-3.1%
CCc1cccc2c(C=C(C#N)C#N)cn(CC(=O)N3CCCCCC3)c12,-1.9%,1%,-6%,.,.,37%,0%,13%,4%,-1.0%
NS(=O)(=O)c1cccc(NC(=O)COC(=O)CCc2ccccc2)c1,.,-2%,.,.,.,29%,.,-4%,-6%,.
COC(=O)c1ccc(C23CC4(C2)[C@H](CN(CC2CCCCC2)[C@@H]4c2ccccc2)C3c2ccc(C(F)(F)F)cc2)cc1 (stereo partly specified),.,-7%,0%,-2,732,5%,-6%,-13%,8%,.
CN1C(=O)[C@H]2[C@@H](C3CC3)N3C(=O)CN(Cc4ccc(-c5ccccc5)cc4)C(=O)[C@@]3(C)[C@H]2C1=O,.,-13%,.,15,818,-2%,.,17%,14%,.
Cc1sc2nc(SCC(=O)Nc3c(C)n(C)n(-c4ccccc4)c3=O)n(C)c(=O)c2c1C,-0.4%,2%,6%,-37,705,-6%,38%,2%,-5%,-4.2%
